# Source: PubChem
# KDM5B inh: blocks human KDM5B histone demethylase activity; Q9UGL1; KDM5B demethylase, FDH-coupled NADH fluorescence (FDH is formaldehyde dehydrogenase); Potency, µM (series often up to 57.7 µM), for inactives: top-dose activity change, negative = inhibition, hits mostly inhibitors; 220,000 compounds, 2.6% hits; AID 1347165; active = well fitted inhibition curve with a large enough effect; inconclusive = small, poorly fitted or top-dose-only effect; inactive = no such curve, though single readings can be large or run the other way; also: 0% is about no effect; nearly all actives have a fitted effect of over 70% in size
# Target sequence (Q9UGL1 whole entry, looked up): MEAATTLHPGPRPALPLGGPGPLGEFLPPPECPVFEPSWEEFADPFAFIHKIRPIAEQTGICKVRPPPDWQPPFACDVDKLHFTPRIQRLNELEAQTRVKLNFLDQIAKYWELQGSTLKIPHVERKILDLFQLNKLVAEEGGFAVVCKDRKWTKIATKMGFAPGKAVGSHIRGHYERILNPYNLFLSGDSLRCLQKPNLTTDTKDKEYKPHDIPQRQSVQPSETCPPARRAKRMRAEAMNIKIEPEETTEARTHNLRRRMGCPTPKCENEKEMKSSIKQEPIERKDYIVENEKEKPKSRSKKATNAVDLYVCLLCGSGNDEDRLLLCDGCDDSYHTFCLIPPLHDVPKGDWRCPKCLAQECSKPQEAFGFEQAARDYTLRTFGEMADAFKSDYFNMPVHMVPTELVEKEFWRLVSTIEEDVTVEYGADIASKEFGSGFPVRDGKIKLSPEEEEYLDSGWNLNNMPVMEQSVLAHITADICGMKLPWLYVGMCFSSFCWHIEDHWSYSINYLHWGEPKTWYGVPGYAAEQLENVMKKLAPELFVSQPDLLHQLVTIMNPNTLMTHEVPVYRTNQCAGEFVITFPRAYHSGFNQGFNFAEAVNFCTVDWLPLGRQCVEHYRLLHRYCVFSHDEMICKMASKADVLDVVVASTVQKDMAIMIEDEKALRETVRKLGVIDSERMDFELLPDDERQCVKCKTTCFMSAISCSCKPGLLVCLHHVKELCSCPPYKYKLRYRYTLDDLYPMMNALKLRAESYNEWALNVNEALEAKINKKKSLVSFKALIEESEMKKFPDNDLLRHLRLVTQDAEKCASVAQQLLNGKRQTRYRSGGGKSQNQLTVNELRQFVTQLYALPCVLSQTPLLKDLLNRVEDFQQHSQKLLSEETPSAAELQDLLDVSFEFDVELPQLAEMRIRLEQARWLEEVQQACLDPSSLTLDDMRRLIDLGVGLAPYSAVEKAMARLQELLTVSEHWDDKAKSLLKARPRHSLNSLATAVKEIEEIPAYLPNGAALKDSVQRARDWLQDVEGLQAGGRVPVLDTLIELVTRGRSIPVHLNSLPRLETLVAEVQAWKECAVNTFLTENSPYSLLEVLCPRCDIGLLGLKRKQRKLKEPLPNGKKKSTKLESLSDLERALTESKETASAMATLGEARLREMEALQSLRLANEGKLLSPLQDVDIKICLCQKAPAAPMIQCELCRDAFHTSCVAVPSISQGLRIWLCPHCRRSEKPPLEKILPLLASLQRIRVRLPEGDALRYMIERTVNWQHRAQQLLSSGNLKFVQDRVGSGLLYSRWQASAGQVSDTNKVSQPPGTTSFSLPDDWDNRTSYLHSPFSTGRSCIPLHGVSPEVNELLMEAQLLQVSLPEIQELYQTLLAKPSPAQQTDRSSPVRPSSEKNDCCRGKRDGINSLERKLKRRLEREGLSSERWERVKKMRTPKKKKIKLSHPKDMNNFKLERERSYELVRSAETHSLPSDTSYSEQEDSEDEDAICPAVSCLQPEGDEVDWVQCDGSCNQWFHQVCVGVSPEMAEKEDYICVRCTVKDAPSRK
#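 Coupled FDH/NAD⁺ fluorescence readout. KDM5BΔAP 200 nM final; compound titration, 10 min RT preincubation; substrate mix 12.5 µM H3K4me3, 25 µM 2-OG, 50 µM Fe(II), 100 µM ascorbate, 0.25 mM NAD⁺, 0.25 U/mL FDH; ΔRFU over 30 min.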
# An asterisk follows results filed as active; i = inactive; ? = inconclusive; & = joins results of further samples; [ ] = remark or other dose. Potency is read from the fitted curve at half-maximal effect. These rows are one share of the data; count on the stated rates, not on these rows.
SMILES,KDM5B inh
Clc1ccccc1CNC[C@H]1Cn2cc(-c3ccccc3)nc2CO1,18.9%[86.2 µM]
CC(=O)c1ccc(N2CCN(C(=O)c3cc4ccc5cccnc5c4[nH]3)CC2)cc1,-23.6%
O=C(O)C1Cc2ccccc2CN1S(=O)(=O)c1ccccc1 (stereo not drawn),?
COc1ccc(-c2nc3cc(C)ccc3cc2CN2CCCC(CO)C2)cc1OC (stereo not drawn),-12.2%
Cc1nc2cc(F)ccc2cc1C(=O)N1CCCC(C)CC1 (stereo not drawn),3.2%
OC1(c2ccc3ccccc3c2)CCN(Cc2ccccc2)C1 (stereo not drawn),-12.9%
Cc1nc(C(=O)N2CCC3(CCC(=O)N(CCc4cnc[nH]4)C3)CC2)cs1,24.1%
Cc1ccc(CNS(=O)(=O)c2c(C)[nH]c(=O)[nH]c2=O)cc1,17.7%
COc1ccccc1C(=O)N1CCCC(c2nnc3n2C(C(=O)O)CC3)C1 (stereo not drawn),1.8%[115 µM]
O=C(CSc1nc(=O)n(Cc2cccnc2)c2c1CCC2)N1CCCCC1,-27.8%
Cc1ccc(CN2C(=O)C3(c4ccccc42)N(c2cccc(F)c2)C(=O)CS3(=O)=O)cc1 (stereo not drawn),-10.3%
Cc1nc(N2CCC(NC(=O)c3ccco3)CC2)cc(C(F)(F)F)n1,-11.1%
CCc1ccc(OCC2c3cc(OC)c(OC)cc3CCN2C(=O)Cc2ccc(OC)c(OC)c2)cc1 (stereo not drawn),-21.0%
Cc1cn2nc(C(=O)NCc3ccc(F)cc3)cc2c(N(C)Cc2ccccc2)n1,25.1µM*
COc1ccc(NC(=O)Cn2cc(S(=O)(=O)Cc3ccc(F)cc3)c3ccccc32)cc1OC,-50.4%
O=c1[nH]c(N2CCOCC2)nc2c1CCN(Cc1cccc(Cl)c1)CC2,-3.2%
COc1ccc(NC(=O)/C=C/c2nc3ccccc3o2)c(OC)c1,-21.6%
CCOc1ccc(CNC(=O)CC(C)S(=O)(=O)c2ccc3c(c2)NC(=O)CO3)cc1OC (stereo not drawn),-5.9%
Cc1ccc(OCc2ccc(-c3nc(C#N)c(NCc4ccccc4Cl)o3)o2)cc1,?
N#Cc1c(N)n[nH]c1CCCNc1nc(-c2ccncc2)nc2ccccc12,-4.5%
O=C(c1ccsc1)N1CCCC(N2CCN(c3ccccc3F)CC2)C1 (stereo not drawn),15.4%
COc1ccc(C(=O)Nc2oc3ccccc3c(=O)c2-c2cccc(Cl)c2)cc1OC,0.4%
COc1ccc(NC(=O)Cn2c(=O)n(-c3cccc(C)c3)c(=O)c3c2cc(C)n3C)cc1,5.9%
COCCNC(=O)[C@H]1C[C@H](Oc2ccccc2)CN1S(=O)(=O)Cc1ccccc1F,18.2%

# Gathered by group, the compounds so far containing a furan ring, fused or not (2)
SMILES,KDM5B inh
Cc1nc(N2CCC(NC(=O)c3ccco3)CC2)cc(C(F)(F)F)n1,-11.1%
Cc1ccc(OCc2ccc(-c3nc(C#N)c(NCc4ccccc4Cl)o3)o2)cc1,?

# (more compounds)
SMILES,KDM5B inh
COc1ccc(NC(=O)Cc2ccc(NC(=O)N3CCCCc4ccccc43)cc2)c(OC)c1,6.4%
O=C(NCCc1ccccc1)c1ccc(CN2C(=O)NC3(CCOCC3)C2=O)cc1,23.1%
COc1ccc(N2CCN(C(=O)c3ccc4c(c3)N(Cc3cccc(Cl)c3)C(=O)c3ccccc3S4(=O)=O)CC2)cc1,-10.7%
COc1ccc(NC(=O)N[C@@H]2C=C[C@@H](c3c(C)nn(CCC#N)c3C)C2)cc1,?
CCN(Cc1nc2ccccc2c(=O)[nH]1)C(=O)CNC(=O)c1ccc(C(F)(F)F)cc1,12.5%
O=C1NC[C@@H](CCC(=O)N2CCCC2)N2C[C@@H](NCc3ccccc3)C[C@@H]12,-6.5%[86.2 µM]
CN(C)CC1(O)CCCN(c2ncccc2C(N)=O)CC1 (stereo not drawn),?
CN(C)c1ccc(-c2noc([C@@H]3CCCN3Cc3ccc(CO)o3)n2)cn1,?
CN(C)S(=O)(=O)c1ccc(S(=O)(=O)N2CCCC(C(=O)NC3CCCC3)C2)cc1 (stereo not drawn),30.0%
COc1cccc(-c2ncc3c(n2)OCCN(c2cccc(C(F)(F)F)c2)C3=O)c1,-9.9%[86.2 µM]
Cc1ccc2c(c1)C(c1ccccc1)N(C(=O)c1ccc(S(=O)(=O)N3CCCC3)cc1)CC(=O)N2 (stereo not drawn),-13.7%
O=C(CN1C(=O)COc2ccc(S(=O)(=O)N3CCCCCC3)cc21)NCc1ccc(Cl)cc1,-4.3%
Cc1oc(-c2cccs2)nc1CN1CCC(CO)(CCOc2ccccc2)CC1,?
Cc1ccc(S(=O)(=O)NC2CCCC2)cc1C(N)=O,18.3%
CCOc1ccc(N2C(=O)CCS2(=O)=O)cc1S(=O)(=O)NCc1ccco1,19.3%
Cc1cc(C)c2[nH]c(C(=O)N3CCN(Cc4ccccc4)C(=O)C3C)c(C)c2c1 (stereo not drawn),?
CCOC(=O)c1cnc2c(c(C3CC3)nn2C)c1N1CCOCC1,20.2%
COP(=O)(OC)c1nc(-c2ccccc2)oc1N1CCOCC1,i
COc1ccc(NC(=O)N2CCc3nc4cc[nH]n4c(=O)c3C2)cc1,?
O=C(CN1C(=O)c2cccnc2Oc2ccc(Cl)cc21)NCCCN1CCCCC1,-17.2%
Cc1ccc(N2C(=O)Nc3ccccc3C2(O)C(=O)NCCCOC(C)C)cc1C (stereo not drawn),30.6%
CN(CC(O)c1ccccc1)C(=O)c1cn(C(c2ccccc2)c2ccccc2)nn1 (stereo not drawn),-19.6%
CCOc1ccc(NC(=O)CSC2=Nc3ccccc3C3=NC(CC(=O)NCc4ccco4)C(=O)N23)cc1 (stereo not drawn),?
CCC(C)NC(=O)CSc1ncc(-c2ccc(Cl)cc2)o1 (stereo not drawn),-6.7%
CCOc1ccc(Nc2nc(-c3cccc(Cl)c3)c3c(n2)-c2ccccc2OC3)cc1,4.2%
O=c1c2cnc3ncnn3c2ccn1CCc1c[nH]c2ccccc12,-11.8%
Cc1ccc(NC(=O)CN2CCN(C(=O)c3ccco3)CC2)cc1,21.1%
CCCN(CC1CCOC1)C(=O)Nc1cc(F)cc(F)c1 (stereo not drawn),6.0%
Cc1ccc(C(=O)c2oc3ccccc3c2NC(=O)Cc2ccccc2)cc1,?
CCS(=O)(=O)N1CCC2(CC1)CC(C(=O)N1CCOCC1)N(C)C2 (stereo not drawn),-10.4%
COc1cccc(-n2cc(C(=O)NCc3ccccc3OC)c3ccccc3c2=O)c1,?
CCS(=O)(=O)c1ncc(Cl)c(C(=O)Nc2c(C(=O)Nc3cccc(C)c3)oc3ccccc23)n1,-14.5%
C=CCNC(=O)c1ccn2cncc2c1,i
O=C(c1ccccc1Cl)N1CCN(CCc2ccccn2)CC1,-13.0%[11.5 µM]
COc1ccccc1Nc1nc(-c2ccc3c(c2)NC(=O)CO3)cs1,?
COCCCNC(=O)CC(c1ccc(Cl)cc1)c1c[nH]c2ccccc12 (stereo not drawn),1.6%
Cc1nc2scc(CC(=O)NCCC(C)C)n2c(=O)c1-c1cc(C)n(-c2ccccc2F)n1,?
CCOC(=O)c1[nH]c2ccccc2c1NC(=O)CC(C)C,?
COc1ccc(-c2noc(Nc3ccc(OC)cc3OC)n2)cc1,-6.0%
O=C(NCCCn1ccnc1)c1ccc(C(F)(F)F)cc1,30.3%[activator]
CCC(=O)N1CCN(c2nc(-c3ccco3)c3c(c2C#N)CC(C)(C)SC3)CC1,?
CCc1cc2c(CN3CCN(c4ccc(F)cc4)CC3)cc(=O)oc2cc1O,?
Cc1csc(NC(=O)c2ccc(Cn3nc(C)c(Br)c3C)o2)n1,4.2%
COc1ccccc1CNC(=O)C1CCN(C(=O)c2sccc2-n2cccc2)CC1,-1.2%
Cc1cc(C(=O)N2CCC3(CCNCC3)CC2)c2cccc(C)c2n1,-19.2%
Cc1nc2cc(NC(=O)c3cccc(F)c3)ccc2o1,16.9%
COc1ccc(NC(=O)c2sc3nc4c(c(-c5ccco5)c3c2N)CCCCC4)cc1,-3.6%
O=C(CSc1nc(=O)n(CCN2CCOCC2)c2c1CCC2)Nc1cccc(Cl)c1,-4.6%
CN(CCOc1ccccc1)C(=O)C1CCC(=O)N(CCCN2CCOCC2)C1 (stereo not drawn),15.1%
Cc1ccccc1NS(=O)(=O)c1ccc2[nH]cc(C(=O)NC(C)c3ccccc3)c(=O)c2c1 (stereo not drawn),-26.0%
CC(NC(=O)c1ccc(F)cc1)c1cccc(NS(C)(=O)=O)c1 (stereo not drawn),20.0%
O=C(CSc1nnc(-c2ccccc2)c(-c2ccccc2)n1)NCCc1ccccc1,-3.6%
Cc1ccc(Sc2ccc(N3CCCC(C(=O)Nc4ccc(F)cc4)C3)nn2)cc1 (stereo not drawn),?
CCS(=O)(=O)N1C[C@@H]2C(=O)N(CCC3CCN(C(C)C)CC3)C(=O)[C@@H]2C1,-12.9%
CCC(CC)C(=O)NC1CCN(C(=O)N2CC3CC(C2)[C@H]2CCCC(=O)N2C3)CC1 (stereo partly drawn),-4.0%
CCOc1ccc(-c2nc3cc(NC(=O)c4ccccc4OC)ccc3o2)cc1,2.3%
Cc1ccc(C)c(NC(=O)C(C)N(c2ccccc2)S(C)(=O)=O)c1 (stereo not drawn),-47.1%
Cc1ccc(-c2cc3c(n2-c2ccc(F)cc2)CC(C)(C)CC3=O)cc1,-5.1%
Cc1ccc(CN(C)C(=O)NCc2coc(-c3cccs3)n2)cc1,?
CC(=O)c1ccc(S(=O)(=O)N2CCC(c3nc4ccccc4[nH]3)CC2)cc1,-20.7%

# Quoted from the entries so far (seven entries):
SMILES,KDM5B inh
CN(CCOc1ccccc1)C(=O)C1CCC(=O)N(CCCN2CCOCC2)C1 (stereo not drawn),15.1%
Cc1ccccc1NS(=O)(=O)c1ccc2[nH]cc(C(=O)NC(C)c3ccccc3)c(=O)c2c1 (stereo not drawn),-26.0%
CC(NC(=O)c1ccc(F)cc1)c1cccc(NS(C)(=O)=O)c1 (stereo not drawn),20.0%
O=C(CSc1nnc(-c2ccccc2)c(-c2ccccc2)n1)NCCc1ccccc1,-3.6%
Cc1ccc(Sc2ccc(N3CCCC(C(=O)Nc4ccc(F)cc4)C3)nn2)cc1 (stereo not drawn),?
CCS(=O)(=O)N1C[C@@H]2C(=O)N(CCC3CCN(C(C)C)CC3)C(=O)[C@@H]2C1,-12.9%
CCC(CC)C(=O)NC1CCN(C(=O)N2CC3CC(C2)[C@H]2CCCC(=O)N2C3)CC1 (stereo partly drawn),-4.0%

# The listing continues:
SMILES,KDM5B inh
CC1CC(NC(=O)CC#N)CC(C)(C)C1 (stereo not drawn),8.9%
Nc1cccc(C(=O)/C=C/c2ccc(Cl)cc2Cl)c1,?
N#Cc1nc(-c2ccc(S(=O)(=O)N3CCCC3)cc2)oc1NCCCN1CCOCC1,i
Cc1cc(C)c(NC(=O)Cn2nnc(S(=O)(=O)c3ccc(C)c(C)c3)c2N)c(C)c1,-18.7%
CC(Oc1ccc(Cl)cc1)C(=O)NCc1nnc2ccc(-c3ccccc3)nn12 (stereo not drawn),?
Cc1ccc(S(=O)(=O)Nc2ccc(C)n(CC(=O)O)c2=O)cc1,?
O=C(Nc1ccc2c(N3CCOCC3)ncnc2c1)c1ccco1,-9.1%
Cc1ccc(=O)n(CC(=O)N[C@H]2CN(S(C)(=O)=O)C[C@@H]2C(C)C)n1,24.3%
COc1cccc2c1OCC(C(=O)NCCc1ccc(N(C)C)cc1)C2 (stereo not drawn),?
O=C(CC1CCN(C(=O)Cc2ccccc2F)C1)NC1CC1 (stereo not drawn),-13.9%
COCCN(Cc1cccs1)C(=O)CC1C=CCC1 (stereo not drawn),-3.4%
Cc1ccc(NC(=O)C2CCCCC(=O)N2)cc1 (stereo not drawn),9.6%
CCCn1c(C)cnc1CCNC(=O)c1ccc(OC)nc1,-1.8%
COc1ccc(C2Cn3nnc(C(=O)N4CCC(C(=O)NCc5cccc(C)c5)CC4)c3CO2)cc1 (stereo not drawn),-9.9%
CCC(C)NS(=O)(=O)c1ccc(N2C(=O)CCS2(=O)=O)cc1C (stereo not drawn),10.9%
C=C(C)C1CC=C(C)/C(=N/NC(=O)Nc2ccccc2)C1 (stereo not drawn),-15.1%&-0.7%
Cc1ccc(C(=O)OC(C)C(=O)Nc2ccc3c(c2)OCO3)cc1O (stereo not drawn),-22.1%
O=C(CCc1ncc(-c2ccccc2F)o1)NCC(O)CN1CCOCC1 (stereo not drawn),7.4%
O=C(CSc1nc2ccccc2s1)Nc1ccc(F)c(F)c1,-19.2%
CCc1ccc2c(COC(=O)Cc3n[nH]c(=O)c4ccccc34)cc(=O)oc2c1,-15.3%
O=c1[nH]c(N2CCOCC2)nc2c1CCN(Cc1ccc(C(F)(F)F)cc1)CC2,1.2%
COC(=O)CNC(=O)Cc1ccc(NC(=O)C2=COCC2)cc1,18.2%
Cc1ccc(C(=O)C(C)Sc2nnc3ccccn23)cc1 (stereo not drawn),18.6%
N#Cc1cccc(Oc2ccc(F)cc2)c1C#N,-17.4%

# Overlap with the part before: 2 entries; new compounds follow.
SMILES,KDM5B inh
Cc1ccc(C(=O)C(C)Sc2nnc3ccccn23)cc1 (stereo not drawn),18.6%
N#Cc1cccc(Oc2ccc(F)cc2)c1C#N,-17.4%
CCOc1ccc(Nc2sc(C(=O)c3ccc4c(c3)OCO4)c(N)c2S(=O)(=O)c2ccc(C)cc2)cc1,-22.6%
O=C(O)C1(c2ccccc2)CCN(S(=O)(=O)c2ccc(F)c(F)c2)CC1,-0.2%
CN(C)C(=S)SCc1cc(C(C)(C)C)c(O)c(C(C)(C)C)c1,-21.5%
CC1CCCCN1S(=O)(=O)c1ccc(C(=O)N(CCCN(C)C)c2nc3cc4c(cc3s2)OCO4)cc1 (stereo not drawn),1.5%
O=C(C1CCCCC1)N1CCCC2(CC(c3cccnc3)=NO2)C1 (stereo not drawn),11.9%[149 µM]
